# Source: PubChem
# Dengue-2 NS5 capping: Dengue-2 NS5 methyltransferase inhibitors, primary screen, biochemical, confirmation dose response (AID 588689); 340,000 tested, 0.3% active; inhibition, % at 25 µM, or IC50 in µM where a hit was titrated; Dengue-2 NS5 methyltransferase capping enzyme assay, biochemical; higher % means a stronger effect; in the data active means a potency from the dose series; inconclusive means inhibition above about 29% without an active follow-up result
# Dengue-2 NS5 capping pilot replicate: recorded beside Dengue-2 NS5 capping, whose call it bears; inhibition, %; measured here: pilot screen replicate inhibition
# Active calls of the source: *; ? = inconclusive. A portion of the library (hit frequency here may not be typical).
SMILES,Dengue-2 NS5 capping,others
COc1ccc(C(=O)NCC(=O)OCC(=O)Nc2ncc(Cl)cc2Cl)cc1[N+](=O)[O-],-8%,
COc1ccc(NC(C)=O)cc1S(=O)(=O)NCc1ccc2c(c1)OCO2,-2%,
COc1ccccc1-n1ccnc(SCC(=O)NC2CCCC2)c1=O,-6%,
COC(=O)CC#N,-5%,
Cc1cc(C)c(NC(=O)C2CC(=O)N(C3CCCC3)C2)c(C)c1 (stereo not given),2%,
Cc1cc(N2O[C@H]3C=C[C@@H]2C3)no1,4%,Dengue-2 NS5 capping pilot replicate=1.5
Nc1cc(=O)[nH]c(SCC(=O)Nc2ccc(N3CCCCC3)cc2)n1,3%,
COc1cc(/C=C/C(=O)c2ccc3c(c2)OCO3)cc(OC)c1OC,-5%,
COc1ccccc1C1CC(=O)Oc2cc(C)c(Cl)cc21 (stereo not given),0%,Dengue-2 NS5 capping pilot replicate=-0.6
O=C(CC(=O)c1ccccc1)CC(O)(C=Cc1ccccc1)c1ccccc1 (stereo not given),-4%,
Cc1cccc(C)c1NC(=O)CN(C)C(=O)c1ccc(OCc2ccccc2)cc1,5%,
Cc1c(C(=O)Nc2ccc(S(=O)(=O)N(C)C3CCN(C)CC3)cc2)oc2ccccc12,3%,
O=C(NCCC1CCCCN1S(=O)(=O)c1ccc(F)cc1)C(=O)NCc1ccncc1 (stereo not given),-3%,
O=C(O)c1ccc(-n2ncc3c2/C(=C\c2cccc([N+](=O)[O-])c2)CC3)cc1,-3%,
CCC(CC)c1nnc(NC(=O)C2=COCCO2)s1,-12%,

# Grouped by structure, those above with a nitro group on carbon
SMILES,Dengue-2 NS5 capping,others
COc1ccc(C(=O)NCC(=O)OCC(=O)Nc2ncc(Cl)cc2Cl)cc1[N+](=O)[O-],-8%,
O=C(O)c1ccc(-n2ncc3c2/C(=C\c2cccc([N+](=O)[O-])c2)CC3)cc1,-3%,

# The listing continues:
SMILES,Dengue-2 NS5 capping,others
NC(=O)C1CCN(C(=O)c2ccc(F)c(S(=O)(=O)N3CCOCC3)c2)CC1,-6%,
CCN1C(=O)C(=CC=CN(C)c2ccccc2)SC1=S,-37%,
COc1ccccc1C1=NOC(C)(c2nnc(Cc3ccccc3)o2)C1 (stereo not given),-3%,
CN(CC1COc2ccccc2O1)C(=O)Cn1cc(C(F)(F)F)ccc1=O (stereo not given),-2%,
C[C@H](CO)N1C[C@H](C)[C@@H](CN(C)S(=O)(=O)c2ccc(F)cc2)OCc2cnnn2CCCC1=O,-1%,
COc1cc(/C=C/C(=O)OCC(=O)N2CCCCCC2)cc(OC)c1OC,-1%,
O=C(COC(=O)Cc1c[nH]c2ccccc12)Nc1ccccc1C(F)(F)F,-8%,
CCN1C(=O)[C@H]2[C@@H](c3ccc(OC)cc3)N[C@]3(CCCN(Cc4ccc(F)cc4)C3=O)[C@H]2C1=O,-3%,
OCC[C@H]1C[C@H](O)[C@@H](O)[C@@]2(OCCCc3ccccc32)O1,-5%,
CCCCCN(C(=O)CCC(=O)OCc1cccc(Cl)c1)c1c(N)n(CCCC)c(=O)[nH]c1=O,-5%,
CC(C)CN1CC(C)C(=O)N(c2ccccc2)C1=S (stereo not given),2%,
CC(Sc1nnc(C2CC2)n1C1CC1)C(=O)c1ccc(Br)cc1 (stereo not given),2%,
COc1ccc(S(=O)(=O)N2CCN(C(=O)c3cc4c(s3)CCC4)CC2)cc1,-10%,
C[C@H](CO)N1C[C@H](C)[C@@H](CN(C)Cc2ccc(-c3ccccc3)cc2)Oc2c(NS(=O)(=O)c3ccccc3)cccc2C1=O,-3%,
O=C(COC(=O)c1ccc(S(=O)(=O)N2CCCCCC2)cc1)Nc1ccccc1C(F)(F)F,-1%,
COc1cccc(CC(=O)Nc2cc(S(=O)(=O)N3CCOCC3)ccc2OC)c1,-4%,
O=C(Nc1ccncc1)C1CCN(S(=O)(=O)c2ccc(Cl)c(C(F)(F)F)c2)CC1,-7%,
CCN(CC)S(=O)(=O)c1ccc(=O)n(CC(=O)N2CCCc3cc(C)ccc32)c1,-10%,
CCOc1ccc(NC(=O)CN2CCN(c3ccccc3C)CC2)cc1S(=O)(=O)N1CCCC1,-7%,
CCOc1ncccc1C(=O)OCC(=O)NCc1ccccc1,-6%,
Cc1ccc([C@H]2C(C(=O)O)=C[C@@H](CC3CCCC3)N2S(=O)(=O)c2ccc(C)cc2)cc1,20%,
C[C@@H]1CN([C@H](C)CO)C(=O)CCCn2nncc2CO[C@@H]1CN(C)S(=O)(=O)c1ccccc1C#N,2%,
COc1ccc(CC(=O)Nc2cc(S(=O)(=O)N3CCCC3)ccc2Cl)c(OC)c1,6%,
O=C(NCC1CCCO1)c1ccc(Cl)c(NS(=O)(=O)c2ccc(F)cc2)c1 (stereo not given),-1%,
COc1ccc(CCNC(=O)Cc2ccc(NS(=O)(=O)c3ccc(F)cc3)cc2)cc1OC,-2%,
O=C(Nc1ccc2c(c1)OCO2)C1CC1,-1%,
Cc1ccc(-n2c(C)cc(C=C3C(=O)N(C)C(=O)N(C)C3=O)c2C)cc1,-5%,
COc1ccc(OC[C@@H](O)CNC(=O)c2cccc3c2C(=O)c2ccc(Cl)cc2S3(=O)=O)cc1,-4%,
Cc1ccc(S(=O)(=O)NCCC(=O)Nc2cccc(S(=O)(=O)N3CCCC3)c2)cc1C,5%,
COc1ccc(C(=O)CSc2nc(=O)n(Cc3cccnc3)c3c2CCC3)cc1,-1%,

# The list goes on; the last 3 above are carried over.
SMILES,Dengue-2 NS5 capping,others
COc1ccc(OC[C@@H](O)CNC(=O)c2cccc3c2C(=O)c2ccc(Cl)cc2S3(=O)=O)cc1,-4%,
Cc1ccc(S(=O)(=O)NCCC(=O)Nc2cccc(S(=O)(=O)N3CCCC3)c2)cc1C,5%,
COc1ccc(C(=O)CSc2nc(=O)n(Cc3cccnc3)c3c2CCC3)cc1,-1%,
CCOC(=O)Nc1ccc2c3c(cccc13)-c1ccccc1-2,15%,
COCOCCn1cc(CN2CCS(=O)(=O)N(Cc3ccc(-c4cccc(N(C)C)c4)cc3)C(CC(C)C)C2=O)nn1 (stereo not given),-3%,
Cc1ccc(S(=O)(=O)N2CCCCC2)cc1C(=O)OC1CCCCC1=O (stereo not given),-1%,
COc1ccc(NC(=O)CCNC(=O)N2CC(=O)Nc3ccccc32)cc1OC,-5%,
COc1cccc(/C=C/C(=O)OCC(=O)N2c3ccccc3CC2C)c1OC (stereo not given),2%,
Cc1cc(C(=O)CCC(=O)Nc2ncccc2C)c(C)s1,-4%,
CCOc1ccc(CCNC(=O)COC(=O)c2cc(OC)c(OC)cc2[N+](=O)[O-])cc1OCC,-10%,
COc1ccc2sc(-c3ccc(S(C)(=O)=O)cc3)c(-c3ccc(SC)cc3)c2c1,-1%,
CCCC(C)C1c2c(c(C)c(C)oc2=O)Oc2c(C)c(C)oc(=O)c21 (stereo not given),-6%,
CCC/C(C#Cc1ccc(N(C)C)cc1)=C1/c2ccccc2C(=O)N1c1ccccc1,?,
Cc1noc(C)c1S(=O)(=O)N(C)C[C@H]1Oc2ccc(NC(=O)Cc3ccccc3)cc2C(=O)N([C@H](C)CO)C[C@@H]1C,3%,
Cn1c(=O)c2nc(NCc3ccccc3)sc2n(C)c1=O,1%,
Cc1ccc(C(=O)OCC(=O)c2ccc(CC(=O)N3CCOCC3)s2)cc1C,-12%,
COc1ccc(NC(=O)Nc2cccc3c2O[C@H](CN(C)S(=O)(=O)c2cccs2)[C@@H](C)CN([C@H](C)CO)C3=O)cc1,-64%,
CCOC(=O)C1=C(COC(=O)/C=C/c2ccccc2)NC(=O)NC1C (stereo not given),-12%,

# Next section (7 carried over from the part before).
SMILES,Dengue-2 NS5 capping,others
CCCC(C)C1c2c(c(C)c(C)oc2=O)Oc2c(C)c(C)oc(=O)c21 (stereo not given),-6%,
CCC/C(C#Cc1ccc(N(C)C)cc1)=C1/c2ccccc2C(=O)N1c1ccccc1,?,
Cc1noc(C)c1S(=O)(=O)N(C)C[C@H]1Oc2ccc(NC(=O)Cc3ccccc3)cc2C(=O)N([C@H](C)CO)C[C@@H]1C,3%,
Cn1c(=O)c2nc(NCc3ccccc3)sc2n(C)c1=O,1%,
Cc1ccc(C(=O)OCC(=O)c2ccc(CC(=O)N3CCOCC3)s2)cc1C,-12%,
COc1ccc(NC(=O)Nc2cccc3c2O[C@H](CN(C)S(=O)(=O)c2cccs2)[C@@H](C)CN([C@H](C)CO)C3=O)cc1,-64%,
CCOC(=O)C1=C(COC(=O)/C=C/c2ccccc2)NC(=O)NC1C (stereo not given),-12%,
c1ccc(C[C@H]2CNCCN2CCC23CC4CC(CC(C4)C2)C3)cc1,-5%,
Cc1c(NC(=O)CSc2nnc(-c3ccccc3F)o2)c(=O)n(-c2ccccc2)n1C,5%,
COc1ccc(CN(C)C(=O)c2cc(S(=O)(=O)NCc3ccccc3)ccc2C)c(OC)c1,5%,
CC(=O)NCCc1ccc(C(=O)COC(=O)c2cc(C)oc2C)cc1,4%,
CN(C)C(=O)CCc1ccc2c3c([nH]c2c1)[C@]1(CCC2CCCC2)[C@@H](C(=O)N2CCOCC2)C[C@H](CC(=O)NC(C)(C)C)C(=O)N1CC3,-3%,Dengue-2 NS5 capping pilot replicate=-1.8
CC(OC(=O)C1CSC2(C)CCC(=O)N12)C(=O)Nc1cccc(C#N)c1 (stereo not given),-9%,
O=C(c1ccc(CS(=O)Cc2ccccc2Cl)o1)N1CCN(c2ccccc2)CC1 (stereo not given),-1%,
O=C(Cc1cccs1)Nc1ccc(F)c(S(=O)(=O)N2CCOCC2)c1,-7%,
O=C1CCN(CCCN2CCC(=O)N(Cc3ccccc3)C2=S)C(=S)N1Cc1ccccc1,2%,
NC(=O)c1ccsc1NC(=O)COC(=O)c1c(F)cccc1Cl,-2%,
CC(=O)Nc1ccc(S(=O)(=O)N[C@@H](C)C(=O)OCC(=O)NC2CCCC2)cc1,-2%,
Cc1cc(C(=O)N2CCN(c3ccccc3Cl)CC2)c(C)o1,-3%,
CC(=O)c1ccc(NC(=O)CNc2cc(S(=O)(=O)N3CCOCC3)ccc2N2CCCC2)cc1,-4%,
CCN(CC)C(=O)Cn1cc(C(=O)C(=O)Nc2ccc3c(c2)OCO3)c2ccccc21,1%,
C[C@@H]1CN([C@H](C)CO)C(=O)CCCn2nncc2CO[C@H]1CN(C)S(=O)(=O)c1ccccc1,1%,

# 2 records picked at random from the list so far:
SMILES,Dengue-2 NS5 capping,others
CCN1C(=O)[C@H]2[C@@H](c3ccc(OC)cc3)N[C@]3(CCCN(Cc4ccc(F)cc4)C3=O)[C@H]2C1=O,-3%,
O=C(Cc1cccs1)Nc1ccc(F)c(S(=O)(=O)N2CCOCC2)c1,-7%,

# Following part.
SMILES,Dengue-2 NS5 capping,others
Clc1ccccn1,3%,
CCOc1ccc(NC(=O)c2ccc(NS(=O)(=O)c3cccc4cccnc34)cc2)cc1,1%,
CCC(=O)N(Cc1cc2cc(OC)ccc2[nH]c1=O)c1ccccc1OC,-9%,
COc1ccc([C@H]2CC(=O)C=C(c3cc(Cl)cc(Cl)c3)C2)cc1,-15%,
CC(C)CN(C(=O)COC(=O)c1ccc2ccccc2c1)c1c(N)n(Cc2ccccc2)c(=O)[nH]c1=O,3%,
C=CC(COCc1ccccc1)N(CC(=O)OC)S(=O)(=O)c1cc(Br)ccc1OC (stereo not given),-6%,
N#CCC(=O)Nc1ccc(C(=O)NCC2(N3CCOCC3)CCCCC2)cc1,-2%,
CCc1noc(C)c1C(=O)NCCN1C(=O)S/C(=C\c2ccc(OC)cc2)C1=O,-11%,
Cc1ccc2c(c1)C(=O)C(=O)N2Cc1ccc(Br)cc1,14%,
O=C(Nc1nc(-c2ccc([N+](=O)[O-])cc2)cs1)C1=COCCO1,1%,
O=C1Cc2cc(S(=O)(=O)NCc3ccc(F)cc3)ccc2N1,-6%,
Cc1sc2ncnc(N3CCC(C(=O)NNC(=O)COc4ccccc4F)CC3)c2c1C,-4%,
COc1ccc(Cc2nnc(SCC(=O)NC3(C#N)CCCCC3)n2N)cc1,-5%,
CCCc1c(C(=O)N/N=C(\C)c2cc(C)sc2C)nnn1-c1nonc1N,-1%,
O=C(CCc1nc2ccccc2c(=O)[nH]1)Nc1cc(C(F)(F)F)ccc1N1CCCC1,-1%,
O=S1(=O)C[C@@H](N2CCC(Cc3ccccc3)CC2)[C@H](COCc2ccccc2)N1,1%,
C=CCN1C(=O)c2ccc(C(=O)OCC(=O)Nc3ccc(S(N)(=O)=O)cc3)cc2C1=O,-1%,
CCCn1c(NC(=O)CSCC(=O)Nc2cc(C)on2)nc2ccccc21,-7%,
CCc1cn(C2CC(O)C(CO)O2)c(=O)[nH]c1=O (stereo not given),-8%,
O=C(NCc1ccccn1)c1ccccc1OCc1ccc(F)cc1,1%,
Nc1cccc(C#Cc2ccc3c(=O)c4ccccc4oc3c2)c1,-4%,
C/C=C1\NC(=O)[C@H](CC(N)=O)N(C)C(=O)C([C@@H](C)O)NC(=O)C(CCCc2ccc(OC)cc2)NC(=O)[C@H](C(C)C)NC(=O)/C(=C\C)NC(=O)[C@H](O)[C@@H](C[C@@H](O)CCCCCCC)NC(=O)[C@H](C)NC(=O)CN(C)C(=O)[C@H](CCC(N)=O)NC1=O (stereo not given in full),3%,Dengue-2 NS5 capping pilot replicate=-3.1
COC(=O)c1ccc(/C=C2\SC(=S)N(CCCC(=O)N3CCOCC3)C2=O)cc1,2%,
COC(=O)[C@@H](NCc1ccc(OC)c(B(O)O)c1)C(C)C,-1%,Dengue-2 NS5 capping pilot replicate=1.2
COc1ccc(CC(=O)OCC(=O)NC2CCCCC2)cc1OC,7%,
COc1ccc2[nH]c3c(c2c1)CCN1C(=O)C(CC(=O)NC(C)(C)C)C[C@H](C(=O)N2CCOCC2)[C@@]31CCC1CCCC1 (stereo not given in full),0%,Dengue-2 NS5 capping pilot replicate=4.2
O=[N+]([O-])c1cccc(CON=Cc2ccccc2O)c1,3%,
